E-sel TNF inh: E-selectin induction blockers in HUVEC – imaging, immunofluorescence, high content, primary screen | HUVEC TNFa-induced E-selectin immunofluorescence | inhibition, % at 2 µM | actives 0.71% (n = 120,000) | AID 1246, 2008;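 active means inhibition above the batch mean plus 3 SD, and confirmed as a hit on visual image review, cut at about 43% in these data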;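 further: 0% = TNF-stimulated DMSO wells and 100% = unstimulated control wells; not every result past the cut was called active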
Active calls of the source: *. An excerpt; the hit share may differ from the screen's.

SMILES | E-sel TNF inh
CCN(CCCNC(=O)CCCOc1cc(=O)n(C)c2ccccc12)Cc1ccccc1 | 40
CCN(CC)S(=O)(=O)c1ccc(C)c(N=C=S)c1 | -17
Cc1cccc(N2N=C(C(=O)N3CC(=O)Nc4ccccc43)CCC2=O)c1 | -12
CCOc1ccccc1NC(=O)Nc1ccc(Br)cn1 | -22
O=C(OCCCN=C1NS(=O)(=O)c2ccccc21)c1cccs1 | -21
Cc1ccc(-c2csc(=S)[nH]2)cc1 | -14
Cc1nn(-c2ccccc2)c(C)c1-c1cc(C(=O)N/N=C/c2cccnc2)[nH]n1 | 8
Cc1ccc(CN2CCN(C3CCCC3)C(CCO)C2)s1 (stereo not drawn) | 46
O=C(NC1CCCc2ccccc21)c1n[nH]c(=O)c2ccccc12 (stereo not drawn) | -35
CCOCC(=O)N(CC)Cc1ccccc1 | -16
O=C(CN(Cc1cccs1)C(=O)CNS(=O)(=O)c1ccccc1)NC1CCCC1 | -33
COc1ccc(S(=O)(=O)N(CCC(=O)O)Cc2ccccc2)cc1 | 21
Cc1ccc(-c2cnc(NCc3cc4c(cc3[N+](=O)[O-])OCO4)n2C)cc1C | -10
CS(=O)(=O)c1ccc2nc(NC(=O)CS(=O)(=O)Cc3ccccc3)sc2c1 | 51
Cc1ccc(NC(=S)NCc2ccc3c(c2)cc(C)n3C)c(C)c1 | -13
CN1CCC(N(C)C(=O)c2cc(=O)c3ccccc3o2)CC1 | -10
CN(C)c1ccc(/C=N/NC(=O)c2cccc(C(=O)N/N=C/c3ccc(N(C)C)cc3)n2)cc1 | -31
Cc1ccc(NC(=O)C(=O)NCC2CCCO2)cc1C (stereo not drawn) | -39
COC(=O)c1sc2nc3c(cc2c1N)CCCC3 | 1
C=CCn1c(SCCN2CCCC2)nc2c([nH]c3ccccc32)c1=O | -11
O=C(O)CCCC(=O)N1CCCC1 | -27
CN1CCN(C(=O)/C(=C\c2cccc([N+](=O)[O-])c2)NC(=O)c2cccs2)CC1 | 2
Cn1cnnc1Sc1ccc(C(=O)OCC(=O)NC2CC2)cc1[N+](=O)[O-] | -17
O=C(OCC(=O)N1CCN(c2ccccc2)CC1)c1cnc(Cl)c(Cl)c1 | 15
C=CCc1cccc2cc(C(=O)Nc3ccc(NC(C)=O)cc3)c(=O)oc12 | -40
Next section.
SMILES | E-sel TNF inh
O=C(NC(=S)Nn1cnnc1)c1ccccc1Cl | -2
Cc1onc(-c2ccccc2Cl)c1C(=O)NNC(=O)C1CCN(Cc2ccccc2)CC1 | 15
COC(=O)Cc1c(O)ccn(Cc2ccc(Cl)c(Cl)c2)c1=O | -69
CC1(C)C(=O)Nc2ccccc2N1C(=O)CSc1ncccn1 | -1
CCNCc1ccc(OCc2cccs2)c(OCC)c1 | 0
Cc1ccc2nc(CSc3nnc4ccccn34)cc(=O)n2c1 | 3
S=c1[nH]nc(-c2ccncc2)n1/N=C/C(Cl)=C\c1ccccc1 | 37
CC(=O)N1CCC(N(CCN2CCOCC2)C(=S)Nc2ccc(C)cc2C)CC1 | 47
C=CCN(C(=O)c1cccc(C(F)(F)F)c1)C1(C(=O)Nc2ccccc2)CCN(C(C)C)CC1 | -12
COc1ccc([N+](=O)[O-])cc1NC(=O)c1ccccc1SC | -33
COc1ccc(CCN2CC(C(=O)NCCc3ccccc3)CC2=O)cc1OC (stereo not drawn) | -11
NNc1nc(-c2ccccc2)cc(-c2ccccc2)n1 | -36
Cc1cc(C)c(S(C)(=O)=O)c(N(C)NC(=O)c2c(F)cccc2F)n1 | -2
Cn1nc([N+](=O)[O-])c(C(C#N)c2ccccn2)c(Cl)c1=O (stereo not drawn) | 50
CC1C=CCC2C(=O)N(c3ccc(OC(=O)c4ccco4)cc3)C(=O)C12 (stereo not drawn) | -43
CCOc1cc(/C=N/NC(=O)c2cccnc2)ccc1OCC(N)=O | -8
O=C1NC(=O)/C(=C\c2ccc(OCc3cccc([N+](=O)[O-])c3)cc2)N1 | 13
Cc1ccc(-n2c(COc3ccccc3)n[nH]c2=S)cc1 | -6
O=C(CCc1nc2ccccc2c(=O)[nH]1)OCC(=O)N1CCc2ccccc21 | -11
Cc1nc(N2CCN(c3ccccn3)CC2)c2c(C)c(C(=O)Nc3ccc(F)cc3)sc2n1 | 6
CC1CCN(c2ccc(NC(=O)c3ccccc3[N+](=O)[O-])cc2)CC1 | 18
CS(=O)(=O)c1ccc2nc(NC(=O)c3ccc(S(=O)(=O)NCC4CCCO4)cc3)sc2c1 (stereo not drawn) | -3
CC(=O)Cc1nsc(Nc2cccc(C)c2)n1 | -6
O=C(NC(N1CCOCC1)C(Cl)(Cl)Cl)c1cc([N+](=O)[O-])cc([N+](=O)[O-])c1 (stereo not drawn) | 10
CCN(CC)NC(=O)Nc1ccccc1 | 0

6 entries out of the list above, sorted by their value in E-sel TNF inh, highest first.
molecule	E-sel TNF inh
CS(=O)(=O)c1ccc2nc(NC(=O)c3ccc(S(=O)(=O)NCC4CCCO4)cc3)sc2c1 (stereo not drawn)	-3
CCOc1cc(/C=N/NC(=O)c2cccnc2)ccc1OCC(N)=O	-8
CN1CCC(N(C)C(=O)c2cc(=O)c3ccccc3o2)CC1	-10
CCN(CC)S(=O)(=O)c1ccc(C)c(N=C=S)c1	-17
O=C(CN(Cc1cccs1)C(=O)CNS(=O)(=O)c1ccccc1)NC1CCCC1	-33
CC1C=CCC2C(=O)N(c3ccc(OC(=O)c4ccco4)cc3)C(=O)C12 (stereo not drawn)	-43

Next section.
SMILES | E-sel TNF inh
NNC(=O)CNS(=O)(=O)c1ccc([N+](=O)[O-])cc1 | 5
COc1ccc2nc(C)cc(SCC(=O)OC(C)C)c2c1 | -9
COC(c1ccccc1)c1nnc(CCC(=O)NCc2cccc(-n3cccn3)c2)o1 (stereo not drawn) | 5
O=C(COC(=O)Cc1ccccc1F)Nc1cccc(S(=O)(=O)NC2=NCCCCC2)c1 | 30
Cn1c2ccccc2n2c(=O)c(=O)n(CC(=O)N3CCCc4ccccc43)nc12 | 8
Cc1ccc(-c2nn(C(C)(C)C)c3ncnc(NS(=O)(=O)c4ccc([N+](=O)[O-])cc4)c23)cc1 | -10
CCOc1ccc(N2C(=O)CC(SCC(=O)O)C2=O)cc1 (stereo not drawn) | -18
CCOC(=O)Cc1nnc(NC(=O)CSc2nnc3c(n2)[nH]c2ccccc23)s1 | 2
O=C(NN=C1CCCCCC1)c1ccc2c(c1)OCO2 | -15
Cc1[nH]c(=O)[nH]c(=O)c1S(=O)(=O)N(CC(C)C)CC(C)C | -20
N#C/C(=C\c1ccc(N2CCOCC2)o1)C(=O)NCCc1ccccc1 | -2
Cc1cc(-c2nnc(CCC(=O)N(CC3CCC3)CC3CCCO3)o2)no1 (stereo not drawn) | 13
COc1cc(C(=O)N/C(=C\c2cn(S(=O)(=O)N(C)C)c3ccccc23)C(=O)NCCCO)cc(OC)c1OC | 4
CCOCCCNC(=S)NCCCNc1nc2ccc(C)cc2cc1C#N | -26
CCCn1nnc(NC(=O)c2ccc(-c3cc(Cl)ccc3Cl)o2)n1 | 27
CCCc1[nH]n(-c2ccc([N+](=O)[O-])cc2)c(=O)c1C=NCCc1ccc(OC)c(OC)c1 | -9
CN(C)CCNC(=O)c1cccc(S(=O)(=O)Nc2ccccc2F)c1 | 10
CCCn1c(=O)[nH]c(=O)c2c1nc(-c1cccs1)n2CCOC | -25
O=C(O)C1CC=CCC1C(=O)NNc1ccccc1 (stereo not drawn) | -47
Cc1ccc(NC(=O)CN2C(=O)c3ccccc3C2=O)nc1 | 43
CCCCC(C(=O)O)C(C)CC(=O)NNC(=O)c1ccco1 (stereo not drawn) | 13
COC(=O)c1cn(NC(=O)Cc2ccccc2OC)c(=O)c2ccccc12 | -32
Cc1occc1-c1nnc(SCCNCCO)o1 | -27
NC(=O)Cc1ccc(C(=O)c2ccccc2F)s1 | -17
Cc1ccc(NC(=O)CNc2ccc(N3CCOCC3)cc2)cc1S(=O)(=O)N(C)C | -1

As a short view, 5 of the compounds above:
SMILES | E-sel TNF inh
NNC(=O)CNS(=O)(=O)c1ccc([N+](=O)[O-])cc1 | 5
COc1ccc2nc(C)cc(SCC(=O)OC(C)C)c2c1 | -9
COC(c1ccccc1)c1nnc(CCC(=O)NCc2cccc(-n3cccn3)c2)o1 (stereo not drawn) | 5
O=C(COC(=O)Cc1ccccc1F)Nc1cccc(S(=O)(=O)NC2=NCCCCC2)c1 | 30
Cn1c2ccccc2n2c(=O)c(=O)n(CC(=O)N3CCCc4ccccc43)nc12 | 8

Later entries
SMILES | E-sel TNF inh
CCOC(=O)CCc1c(C)n[nH]c1C | -19
O=C(c1ccc(OCC2CCCO2)cc1)N1CCc2ccccc2C1 (stereo not drawn) | -39
Cc1cc(N)n(-c2ccc(C(=O)O)cc2)n1 | -20
O=C(NCCc1ccccc1)C(=Cc1ccc(C(=O)O)cc1)C(=O)NCCc1ccccc1 | 0
CCOC(=O)CS(=O)(=O)CC(=O)Nc1ccc([N+](=O)[O-])cc1OC | 4
Cc1ccccc1Nc1nc(Cl)c(C=O)s1 | 2
CC(C)NS(=O)(=O)c1ccc(OCC(=O)N2CCN(c3ccccc3)CC2)cc1 | 9
Cc1ccc(N=Nc2c(C)[nH]n(-c3ccccc3)c2=O)cc1 | -17
CCOC(=O)CSc1ncnc2c1cnn2-c1ccc(C)cc1C | -37
O=C(NCC(c1ccco1)N1CCN(c2ccccc2)CC1)c1ccc2c(c1)OCO2 (stereo not drawn) | 21
CN(C)c1cc[n+](CC(=O)N2c3ccccc3Sc3ccccc32)cc1 | -10
CCN(CC(=O)NC(C)(C)C)C(=O)c1ccc(Br)cc1 | -14
COC(=O)c1cc(C)sc1NC(=O)CC1Nc2ccccc2NC1=O (stereo not drawn) | 5
COC(C(=O)NCc1ccc(C)cc1)c1ccccc1 (stereo not drawn) | -46
Cc1c(N=NC2=C(O)CC(C)(C)CC2=O)c(=O)n(-c2ccccc2)n1C | 6
COC(=O)/C=C1\NC(=O)C(C)S1 (stereo not drawn) | -45
N#Cc1ccc(C(=O)Nc2cccc(NC(=O)c3ccco3)c2)c(F)c1 | -66
CC(=O)c1sc(-c2cccc(Cl)c2)nc1C | -28
CC(Sc1nncs1)C(=O)NCC(=O)Nc1ccc(F)c(F)c1F (stereo not drawn) | -34
CC(=O)c1ccc(N2CCN(S(=O)(=O)c3c(C)[nH]c(=O)[nH]c3=O)CC2)cc1 | 4
O=C(O)CCSc1nnc(COc2ccc([N+](=O)[O-])cc2)n1-c1ccccc1 | 21
Cc1c(C)n(CC(O)CNc2ccccc2)c2ccccc12 (stereo not drawn) | -11
COc1ccc(/C=N/NC(=O)C2(C)NC(C)(C)Cc3ccccc32)cc1 (stereo not drawn) | -14
CC1(C)C(=O)NCCN1C(=O)CCCC(=O)O | -19
Cc1c(-c2cccc(NC(=O)c3ccco3)c2)nc2ncccn12 | -7

Brought forward from above: 3 entries; new compounds follow.
SMILES | E-sel TNF inh
COc1ccc(/C=N/NC(=O)C2(C)NC(C)(C)Cc3ccccc32)cc1 (stereo not drawn) | -14
CC1(C)C(=O)NCCN1C(=O)CCCC(=O)O | -19
Cc1c(-c2cccc(NC(=O)c3ccco3)c2)nc2ncccn12 | -7
CCC(Sc1nc2ncnc(N)c2[nH]1)C(=O)O (stereo not drawn) | -58
COc1ccc(CCN=Cc2c(C)[nH]n(-c3ccc([N+](=O)[O-])cc3)c2=O)cc1OC | -11
CCOc1ccc(NC(=O)NC(=O)N(C(C)C)S(C)(=O)=O)cc1 | 14
Cc1cc(C(C)(C)C)cc(S(=O)(=O)Nc2ccc(C(=O)O)cc2)c1C | -13
CCOC(=O)C1=NOC(Cn2cc(C#N)c(=O)n(C)c2=O)C1 (stereo not drawn) | 44
Cc1ccc(NC(=O)Cn2cccc2)cc1 | 16
COc1ccc(C2N(c3ccc(C)cc3)CCN2c2ccc(C)cc2)cc1O | -16
CCOc1ccc(N(C(=O)C2CCCO2)C2C=CS(=O)(=O)C2)cc1 (stereo not drawn) | -4
COc1cccc(/C=C2\SC(=N)N(c3ccc(F)cc3)C2=O)c1 | 9
CC(/C=N/N1C(=O)CSC1=S)=C\c1ccccc1 | -6
Cc1ccc(-c2csc(NC(=O)Cc3ccc(F)cc3)n2)o1 | 5
CCC(=O)N1CCc2cc(S(=O)(=O)CCC(=O)NCc3ccco3)ccc21 | -17
CCOC(=O)C1(CCOc2ccccc2)CCN(Cc2ccc(NC(C)=O)cc2)CC1 | -2
CCc1ccc(NC(=O)C(=O)NCC2CCCO2)cc1 (stereo not drawn) | -23
CC1=NNC(=O)C1CC(=O)N/N=C(/C)c1cccc([N+](=O)[O-])c1 (stereo not drawn) | 1
Cc1cccc(C(=O)NCCNc2nc3cc(C)c(C)cc3cc2C)c1 | -4
O=C(NCCc1ccc(Cl)cc1)C1CCC(CNc2nc(=S)[nH]c3ccccc23)CC1 (stereo not drawn) | 17
C/C(=N\NC(=O)c1ccc(-c2ccccc2)cc1)C1C(=O)c2ccccc2C1=O | -15
Cc1ccc(C(=O)OCC(=O)NC(C)C)cc1S(=O)(=O)N1CCOCC1 | -18
COc1ccc(OC)c(CCNC(=O)CSc2ccsc2[N+](=O)[O-])c1 | 77*
CC[n+]1c(/C=C2\Sc3ccccc3N2C)ccc2cccc(C)c21 | -43
COc1ccccc1/C=C(/C(=O)NCCCn1ccnc1)c1ccccc1 | -17
O=C(NCCC1=CCCCC1)C1CCN(S(=O)(=O)N2CCCC2)CC1 | 4
CCOC(=O)c1sc(-c2cccc([N+](=O)[O-])c2)cc1N | -15
CSc1ccc(S(=O)(=O)N(CC(=O)NN=C2CCN(C)CC2)c2ccc(C)cc2)cc1 | 0
Later entries:
SMILES | E-sel TNF inh
CC(C)(CCl)C(=O)Nc1ccc(C(F)(F)F)cc1 | 7
CC(=O)Nc1ccc(OCC(=O)N(CC(C)C)C2CCS(=O)(=O)C2)cc1 (stereo not drawn) | -15
C/C(=N\Nc1nc(C)c(C)s1)c1ccc([N+](=O)[O-])cc1 | 4
COc1ccc(CN2CCN(CCc3ccccc3)C(CCO)C2)c(O)c1 (stereo not drawn) | -11
O=C(Oc1cccc(Nc2ncnc3ccccc23)c1)c1cccnc1 | -18
CN(C)N1C(N)=C(C#N)C(c2cccs2)C2=C1CCCC2=O (stereo not drawn) | 10

Source: PubChem
